# Screening data deposited in PubChem by Johns Hopkins Ion Channel Center.
# Kir21 inh – blocks the mouse Kir2.1 inward-rectifier potassium channel. HEK293-Kir2.1, FluxOR thallium flux fluorescence; stronger effect = lower value. B-score at 10 µM. P35561. hit rate 0.85% among 310,000;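 active = fluorescence ratio B-score at or below minus 3 SD of library scores, with starting-brightness B-score within 2 SD, cut at about -4.2 in these data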;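 also: channel flux triggered by added potassium and thallium sulfate stimulus; B-score of peak minus minimum fluorescence over baseline after thallium stimulus; more negative B-score means stronger Kir2.1 block with less thallium influx; some compounds called inactive have numbers as strong as hits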
# Target sequence (P35561 whole entry, looked up): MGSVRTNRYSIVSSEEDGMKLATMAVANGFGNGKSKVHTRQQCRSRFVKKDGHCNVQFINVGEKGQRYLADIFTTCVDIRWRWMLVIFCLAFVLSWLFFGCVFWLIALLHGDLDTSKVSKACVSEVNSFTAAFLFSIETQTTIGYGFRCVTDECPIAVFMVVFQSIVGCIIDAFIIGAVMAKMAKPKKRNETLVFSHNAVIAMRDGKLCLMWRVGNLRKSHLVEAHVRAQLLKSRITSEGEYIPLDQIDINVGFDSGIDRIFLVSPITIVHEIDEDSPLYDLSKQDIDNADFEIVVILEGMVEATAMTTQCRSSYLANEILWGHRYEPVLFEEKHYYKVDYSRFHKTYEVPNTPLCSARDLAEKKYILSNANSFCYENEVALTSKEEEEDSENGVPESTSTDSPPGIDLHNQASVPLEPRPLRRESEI
# CHT inh – inhibits the human high affinity choline transporter | Q9GZV3 | CHT-expressing cells, membrane potential dye, choline response; stronger effect = lower value | B-score at 10 µM | hit rate 0.86% among 310,000 | AID 488975;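 active = B-score over 3 SD under the library average, and starting fluorescence ratio not unusually high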;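 also: choline stimulus applied at its EC90 after an EC20 pre-addition; B-score computed on integrated fluorescence ratio after choline addition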
# Target sequence (Q9GZV3 whole entry, looked up): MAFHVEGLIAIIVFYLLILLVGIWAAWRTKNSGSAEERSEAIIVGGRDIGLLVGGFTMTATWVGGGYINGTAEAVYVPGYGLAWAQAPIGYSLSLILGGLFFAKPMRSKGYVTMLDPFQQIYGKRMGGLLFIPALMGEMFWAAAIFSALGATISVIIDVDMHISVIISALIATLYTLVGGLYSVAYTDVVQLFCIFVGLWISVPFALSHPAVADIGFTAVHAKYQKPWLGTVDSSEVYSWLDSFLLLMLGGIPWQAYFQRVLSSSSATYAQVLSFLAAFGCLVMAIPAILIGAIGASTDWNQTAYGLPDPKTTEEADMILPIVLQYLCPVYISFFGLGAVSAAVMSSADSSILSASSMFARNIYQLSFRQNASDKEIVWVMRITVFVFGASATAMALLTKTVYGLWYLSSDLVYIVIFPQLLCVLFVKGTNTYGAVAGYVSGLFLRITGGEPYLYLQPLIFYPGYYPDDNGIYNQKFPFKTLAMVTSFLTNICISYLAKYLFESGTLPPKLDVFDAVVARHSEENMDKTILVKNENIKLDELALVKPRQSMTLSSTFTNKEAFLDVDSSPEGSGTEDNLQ
# Numbers without * were called inactive; i = inactive; / = no result given.
nr | Kir21 inh | CHT inh | smiles
1 | -0.03 | i | O=C(CSc1nc2ccc(S(=O)(=O)N3CCOCC3)cc2[nH]1)N1CCOCC1
2 | 1.1 | i | Cc1ccc2occ(C3NC(C(=O)O)CS3)c(=O)c2c1 (stereo unspecified)
3 | 1.1 | i | CCC(=O)c1ccc(OCC(=O)c2ccc3c(c2)NC(=O)CO3)cc1
4 | 2 | i | Oc1ccc2n[nH]nc2c1
5 | 0.85 | i | Cn1c(SCC(=O)N2CCOCC2)nnc1-c1cccc(NC(=O)c2ccccc2)c1
6 | -0.7 | i | Cc1ccccc1C(=O)c1c[nH]c(C(=O)NCc2ccco2)c1
7 | 1.8 | i | CC(=O)c1c(C)[nH]c(C(=O)NCc2ccccc2F)c1C
8 | -0.36 | i | CCCCNC(=S)Nc1ccc(C(F)(F)F)cc1
9 | 2.1 | i | Cc1ccc2nsnc2c1S(=O)(=O)Nc1cccc2nsnc12
10 | 0.01 | i | NC(=O)c1ccc2c(c1)OCCO2
11 | -0.02 | i | COc1c(S(=O)(=O)N2CCCC2)ccc(Cl)c1Cl
12 | -0.09 | i | COc1cc(C2=NOC(C(=O)Nc3ccc(C)cc3)C2)cc(OC)c1OC (stereo unspecified)
13 | 2.2 | i | COc1cccc(CNC(=O)C2CCC(=O)N(CCc3cccc(F)c3)C2)c1 (stereo unspecified)
14 | 0.58 | i | CCN(CC)CCNC(=O)c1ccc2c(=O)n(CCc3ccccc3)c(=O)[nH]c2c1
15 | 0.41 | i | COc1ccc(C(=O)OCCOc2ccccc2C(C)=O)c(O)c1
16 | 1.1 | i | CN(C)c1ccc(NC(=O)COC(=O)c2cc(Cl)ccc2[N+](=O)[O-])cc1
17 | -1.9 | i | O=C(NC1CCCC1)C(c1ccccn1)N(C(=O)c1csnn1)C1CC1 (stereo unspecified)
18 | 0 | i | COc1cc2c(cc1NC(=O)COC(=O)c1ccccc1)oc1ccccc12
19 | -0.53 | i | Cc1nnc(N/N=C/C(C)c2ccccc2)[nH]c1=O (stereo unspecified)
20 | 0.76 | i | O=C(O)c1ccc(Cn2cnc3sc4c(c3c2=O)CCCC4)cc1
21 | 0.99 | i | O=C(O)c1ccccc1/C=N/NC(=O)C1CCCCC1
22 | -2.2 | i | COc1ccc2cc(OCC(=O)NNC(=O)Nc3ccc(F)cc3)ccc2c1
23 | 1.2 | i | CCCN1CCC(=O)N(CCSc2ccc(NC(C)=O)cc2)CC1
24 | 0.26 | i | C=CCn1c(CC(=O)Nc2cccc(OC)c2)nnc1SCC(=O)NC1CCCCC1
25 | 0.35 | i | COCCCNC(=O)COc1cc(C)c(Cl)c(C)c1
26 | 1.4 | i | CC(CCC(=O)O)C1CCC2C3C(O)CC4CC(O)CCC4(C)C3CC(O)C12C (stereo unspecified)
27 | 0.03 | i | O=[N+]([O-])c1ccc(N2CCN(c3ccccc3Cl)CC2)cn1
28 | 0.2 | i | CN1CCN(CCCNC(=O)c2ccc(NC(=O)C3=CSCCO3)cc2)CC1
29 | 0.71 | i | COc1ccc(CN2CCNC(=O)C2CC(=O)NCCCn2nnc3ccccc32)cc1C (stereo unspecified)
30 | -1.1 | i | CN(Cc1ccccc1)C(=O)CCn1c(=O)c2cccn2c2cccnc21
31 | -0.74 | i | O=C(CSCc1ccccc1Br)N/N=C/c1ccc(OCC(=O)N2CCCCC2)cc1
32 | -0.95 | -6.6* | N=C1C(c2ccccc2)=C(O)CN1c1cccc(O)c1
33 | -2 | i | Brc1ccc(OCc2nnc(SCC3CCCCC3)o2)cc1
34 | -0.98 | i | Cc1c(Cl)cccc1NC(=S)NC1CCN(Cc2ccccc2)CC1
35 | 1.9 | i | COc1cc(OC)c(C(=O)Nc2cc(Cl)ccc2-n2cncn2)cc1OC
36 | -1.4 | i | CCOC(=O)c1c(C)[nH]c(C)c1C(=O)CSc1nnc(N)s1
37 | 0.46 | i | CC(=O)Nc1cc2c(cc1NC(=O)Cn1nc(-c3ccccc3F)ccc1=O)OCCO2
38 | 0.59 | i | COCCNC(=O)CCn1c(=O)oc2ccccc21
39 | -2.3 | i | O=C(O)c1ccc(COc2ccc(Cl)cc2)o1
40 | -0.84 | i | Oc1ccccc1CN1CCCC(N2CCN(c3cccc(C(F)(F)F)c3)CC2)C1 (stereo unspecified)
41 | 2.3 | i | CCOc1ccc(NC(=O)CCNS(=O)(=O)c2ccc3c(c2)oc(=O)n3C)cc1
42 | 0.16 | i | Cc1ccc2nc(Cl)c(CN(Cc3cccs3)C(=O)C3CC3)cc2c1
43 | 0.03 | i | CCOC(=O)C1CCN(C(=O)Nc2ccc3oc(C)nc3c2)CC1
44 | 0.94 | i | COC(=O)c1sccc1NC(=O)CSc1ccc(Cl)cc1
45 | -1.7 | i | O=C(Nc1ccccc1)Nc1nnc(Cc2ccc([N+](=O)[O-])cc2)s1
46 | 0.59 | i | CCOc1ccc(C2C(C(=O)O)CCC(=O)N2C2CCCCC2)cc1 (stereo unspecified)
47 | 0.89 | i | Cc1ccc(S(=O)(=O)c2ccc(-n3nc(C)cc3N)cc2)cc1
48 | -1.3 | i | Cc1ccc(S(=O)(=O)Nc2c(C)n(C)n(-c3ccccc3)c2=O)cc1C(=O)NCc1ccccn1
49 | 0.46 | i | Clc1ccc(C2=Nn3c(nnc3-c3n[nH]c4c3CCC4)SC2)cc1Cl
50 | 0.27 | i | CCOc1ccc(CNC(=S)N/N=C/c2cccnc2)cc1
51 | -0.03 | i | N#Cc1cccc(NC(=O)COc2ccc(-n3ccnc3)cc2)c1
52 | -0.19 | i | Cc1ccc(S(=O)(=O)N2CCCCCC2)cc1[N+](=O)[O-]
53 | -0.52 | i | CCN(CC)CCN(Cc1cc2cccc(C)c2[nH]c1=O)C(=S)Nc1ccccc1
54 | 0.33 | i | COc1cc([N+](=O)[O-])ccc1NC(=O)COC(=O)c1ccc(NC(N)=O)cc1
55 | -0.48 | i | CC(C)Cc1nc2n[nH]c(N)c2c2c1COC(C)(C)C2
56 | -0.55 | i | CN(C(=O)Nc1ccccc1)C1CCS(=O)(=O)C1 (stereo unspecified)
57 | 0.51 | i | CC(=O)Nc1ccc(NS(=O)(=O)c2ccc3c(c2)n(C)c(=O)n3C)cc1
58 | -1.3 | i | O=C(CSc1nnc(NC(=O)C2CC2)s1)NCc1cccs1
59 | 0.05 | i | O=C(NC(c1ccccc1)c1c(O)ccc2ccccc12)c1ccccc1Cl (stereo unspecified)
60 | 0.75 | i | COc1ccc(NC(=O)Nc2ccc3nsnc3c2)cc1

# Carrying on.
nr | Kir21 inh | CHT inh | smiles
61 | 0.16 | i | c1ccc(-c2nnc3sc(-c4ccncc4)nn23)cc1
62 | / | i | CCOC(=O)CSC1=Nc2ccccc2C2=NC(CC(=O)NCc3ccc4c(c3)OCO4)C(=O)N12 (stereo unspecified)
63 | 0.62 | i | O=C(Nc1cc(S(=O)(=O)N2CCCCC2)ccc1N1CCCCC1)c1ccncc1
64 | 0.9 | i | CCOC(=O)c1ccc(Nc2cc(C)nc3ncnn23)cc1
65 | 0.12 | i | Cc1cc(NC(=O)CSc2nc(N)c(NC(=O)c3ccc(F)c(F)c3)c(=O)[nH]2)no1
66 | -0.27 | i | Cc1ccc(NC(=O)[C@H](C)NC(=O)C2CCN(C(=O)[C@@H](N)C(C)C)CC2)cc1
67 | 1.6 | i | Cc1nc(C(=O)NCCO)cc2c1[nH]c1ccccc12
68 | -3 | i | CCN1CCN(c2ccc(S(=O)(=O)N3CCOCC3)cc2NC(=O)/C=C/c2ccc(C)cc2)CC1
69 | 0.18 | i | Cc1cc(NC(=O)CCCC(=O)OCC(F)(F)C(F)F)cc(C)c1C(=O)O
70 | 2.1 | i | CSCCC(NC(=O)c1ccco1)C(=O)OC(C)C(=O)NC(=O)NC1CCCCC1 (stereo unspecified)
71 | 2.2 | i | O=C(NCCc1ccc(Cl)cc1)c1ccc(NC2=NC3CS(=O)(=O)CC3S2)cc1 (stereo unspecified)
72 | -0.51 | i | O=C1NC(=O)/C(=C\c2ccccc2OCc2cccc([N+](=O)[O-])c2)N1
73 | 2.2 | i | O=C(Nc1ccccc1)N1CCN(CCc2ccccc2)CC1
74 | 1.1 | i | Cc1ccc2nc(-c3cccc(S(=O)(=O)N4CCCC4)c3)cn2c1
75 | 0.77 | i | CCc1ccc(Nc2nc3ccccc3c(=O)s2)cc1
76 | 0.25 | i | Cc1nc2ccccc2c2oc(C(=O)N3CC(C)CC(C)C3)cc12 (stereo unspecified)
77 | 0.56 | i | O=c1[nH]c(C2CCN(S(=O)(=O)c3ccccc3)CC2)nc2c1nnn2Cc1c(F)cccc1Cl
78 | 0.97 | i | CC(=O)c1ccccc1NC(=O)CC1(CC(=O)O)CCCCC1
79 | -0.56 | i | COc1cccc(C(=O)N2CCN=C2SC)c1
80 | / | i | CN(C)S(=O)(=O)c1cc(NC(=O)COC(=O)c2ccc3c(c2)OCO3)ccc1Cl
81 | -0.02 | i | Cc1cccc(NC(=O)N2C3CCCC2CC(NC(=O)C(C)(C)C)C3)c1 (stereo unspecified)
82 | 1 | i | COc1cc(NC(=O)c2cnc(NCc3ccccc3)nc2C)cc(OC)c1OC
83 | 0.03 | i | COc1cc(OC)cc(N(C(=O)c2ccco2)C(C(=O)NC2CCCC2)c2ccc(N(C)C)cc2)c1 (stereo unspecified)
84 | 0.44 | i | Cc1ccc(Oc2nc3c(C)cccn3c(=O)c2/C=C(\C#N)C(N)=O)cc1
85 | 0.6 | i | COc1ccc(NC(=S)NC(=O)c2ccc(Br)o2)cc1
86 | -6.4* | i | CCCc1cc(-c2nc(N)ncc2-c2csc(C)n2)c(O)cc1OC
87 | 1.4 | i | NC(N)=N/N=C/c1cc([N+](=O)[O-])ccc1O
88 | 1 | i | CCOc1cc(/C=N/Nc2nc3ccccc3[nH]2)cc(Br)c1OCC(=O)N(C)C
89 | -1.5 | i | COc1ccc(-c2cc(=Nc3ccc(C(=O)O)cc3)c3cc(C)ccc3o2)cc1
90 | 0.62 | i | CN1CCCC(OC(=O)c2cc(Cl)ccc2Cl)C1 (stereo unspecified)
91 | -0.25 | i | COC(=O)C(CCSC)NC(=O)CNC(=O)C1CCCCC1 (stereo unspecified)
92 | 0.35 | i | CCC(C)NC(=O)CCn1c(-c2ccc(F)cc2)cc(C(C)=O)c1C (stereo unspecified)
93 | 0.34 | i | O=C(Cn1ncc2c3ccccc3n(Cc3cccc(Cl)c3)c2c1=O)NCC1CCCO1 (stereo unspecified)
94 | -2.9 | i | CC12CCC(C(=O)NNc3ccc([N+](=O)[O-])cc3)(CC1=O)C2(C)C (stereo unspecified)
95 | 0 | i | CCC(C)NC(=O)C1=C(C)C(=O)OC12CCC(C)CC2 (stereo unspecified)
96 | 1 | i | O=C(CN1CCN(S(=O)(=O)c2ccccc2)CC1)Nc1ccc(Cl)c(Cl)c1
97 | -0.08 | i | Cn1c(=O)oc2cc(S(=O)(=O)N3CCCCC3)ccc21
98 | 0.01 | i | O=C(O)COc1ccc(Br)cc1/C=N\Nc1ccccn1
99 | -1.6 | i | O=C(O)CSc1ncnc2sc(-c3ccccc3)cc12
100 | -0.27 | i | CCC(C)NC(=O)NCc1ccccc1F (stereo unspecified)
101 | -0.12 | i | Cc1nn(Cc2ccc(F)cc2)c(Cl)c1/C=N/NC(=O)c1ccccc1
102 | 0.15 | i | COc1ccc(-c2cc(=O)oc3c(C)c(OC(C)C(=O)NCc4ccccn4)ccc23)cc1 (stereo unspecified)
103 | 1.3 | / | O=C1CCCN1CCCN=c1c([N+](=O)[O-])nn(-c2ccc(Cl)cc2)n1O
104 | 2.6 | i | COc1cccc(-c2nn(-c3ccccc3)cc2/C=C(/NC(=O)c2ccccc2)C(=O)O)c1
105 | -0.53 | i | O=C(O)c1ccccc1C(=O)Nc1ccc(Br)c2cccnc12
106 | -0.39 | i | COC(=O)c1c(S(=O)(=O)NCc2ccccc2)sc(C(=O)O)c1C
107 | -4.2 | / | N=c1n(Cc2ccccc2)c2ccccc2n1CC(O)COc1ccc(Cl)cc1Cl (stereo unspecified)
108 | -1.3 | i | Cn1cccc1-c1nc2ccc(NC(=O)c3ccccc3)cc2[nH]1
109 | 0.75 | i | COC(=O)c1cnn(-c2nc(OC)cc(OC)n2)c1C
110 | 1.9 | i | Cc1ccc2oc(=O)cc(CN3CCCCC3)c2c1
111 | 1.6 | i | O=C(O)c1nccnc1C(=O)Nc1ccc(S(=O)(=O)N2CCOCC2)cc1
112 | 1.3 | i | O=C(NCCCN1CCOCC1)c1ccc(S(=O)(=O)Nc2cccc(C(F)(F)F)c2)cc1
113 | 2.9 | i | COc1ccc(CNC(=O)CC2Sc3ccccc3NC2=O)cc1 (stereo unspecified)
114 | -0.32 | i | CC1CCCCC1NC(=S)NC(=O)c1ccccc1Br (stereo unspecified)
115 | 2.4 | i | CC(OC(=O)CCc1nc(=O)c2ccccc2n1C)C(=O)NCc1ccc2c(c1)OCO2 (stereo unspecified)
116 | -2 | i | CCOC(=O)c1ccc(NC(=O)C2(c3ccccc3)CCCC2)cc1
117 | -0.17 | i | COc1ccc(OC)c(C2=NNC(=NCc3ccc4c(c3)OCO4)SC2)c1
118 | 1.4 | i | CCOC(=O)c1c(C)[nH]c(C)c1C(=O)COC(=O)c1ccc(S(=O)(=O)N(CC)CC)cc1
119 | -0.55 | i | COC(=O)c1cc(=O)n(-c2ccccc2)c(=Nc2ccccc2)s1
120 | -1.3 | i | CCN(CC)C(=O)NCc1c(C)cc(C)cc1C
121 | -0.79 | i | Cn1c(=O)c2c(SCC(=O)NCc3ccco3)nc(-c3ccccc3Cl)nc2n(C)c1=O
